ERp5 inh = inhibitors of human ERp5. Q15084. ERp5 insulin aggregation, absorbance 650 nm, 90 min. inhibition, % at 9.99 µM. 0.05% of 350,000 active. AID 651711;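 active = mean replicate inhibition above about 25%, with every replicate also reaching it, limit read from the data, passing the limit was not always enough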
Target sequence (Q15084 whole entry, looked up): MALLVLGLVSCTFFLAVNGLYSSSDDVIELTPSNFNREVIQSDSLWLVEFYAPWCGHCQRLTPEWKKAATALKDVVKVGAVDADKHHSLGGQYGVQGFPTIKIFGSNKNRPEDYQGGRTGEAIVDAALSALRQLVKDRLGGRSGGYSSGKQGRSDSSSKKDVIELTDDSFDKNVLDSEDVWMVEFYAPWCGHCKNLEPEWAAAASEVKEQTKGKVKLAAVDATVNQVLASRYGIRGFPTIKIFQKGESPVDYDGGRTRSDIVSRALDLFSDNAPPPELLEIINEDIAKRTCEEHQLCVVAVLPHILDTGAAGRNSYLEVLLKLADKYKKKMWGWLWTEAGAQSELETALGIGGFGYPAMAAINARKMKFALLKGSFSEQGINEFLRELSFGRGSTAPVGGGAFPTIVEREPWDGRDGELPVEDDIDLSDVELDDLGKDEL
* hit, by the source's call. The list is partial, so the mix of outcomes need not match the whole.

SMILES | ERp5 inh
COc1ccc2c3c([nH]c2c1)[C@H](CO)N(Cc1ccc(Cl)cc1)CC31CCN(Cc2ccccc2)CC1 | -7.0
COC(=O)c1cc2c(c3c4cc(C)ccc4n(C(=O)c4ccccc4)c13)C(=O)N(Cc1ccccc1)C2 | -6.4
Cc1ccc(NC(=O)NNC(=O)CSC2CCc3ccccc32)c(C)c1 (stereo not drawn) | -6.9
CN(c1cccnc1)c1ccc(NC(=O)Cc2c[nH]c3ccccc23)cc1-c1ccc(F)c(F)c1 | -3.1
CC=Cc1ccc2n(c1=O)C[C@@H]1[C@@H](CO)[C@H](C(=O)Nc3ccc(-c4ccccc4)cc3)[C@H]2N1CC (mixture of isomers) | 1.4
C=C1C(=O)CC2=C1[C@](Cc1ccc(F)cc1)(C(=O)OC)N(C(=O)c1ccccc1)C2 | -1.4
CCCCc1c(-c2ccccc2OC)ncn1Cc1cccc(F)c1F | -2.6
Cc1ccc(N2CCN(C(=O)C(=O)c3ccc4c(c3)OCO4)CC2)cc1 | -2.2
CCCCC[C@H]1CCCCC[C@@H](O)C[C@@H](O)[C@@H](O)/C=C/C(=O)O1 | 5.3
CC(C)N(NC(=O)c1cccc2ccccc12)C(C)C | 10.3
COC(=O)[C@@]1(Cc2ccc(F)cc2)[C@H]2c3cc(C(=O)N(C)C)n(CCN4CCOCC4)c3C[C@H]2CN1C(=O)c1ccccc1 | 6.3
Fc1ccc2cnc(-c3ccsc3)cc2c1 | -4.1
O=C(NN=Cc1ccccc1O)C(=O)Nc1ccc(F)cc1 | 5.2
COc1cccc(Cn2c(C(C)n3c(-c4cnccn4)nc4ccccc43)nc3ccccc32)c1 (stereo not drawn) | -2.1
COc1ccc(C(C(=O)NC2CCCC2)n2c(CSCCOc3ccccc3)nc3ccccc32)cc1 (stereo not drawn) | 1.8
COC(=O)c1cc2c(c3c4cc(F)ccc4n(S(=O)(=O)c4ccccc4)c13)C(=O)N(Cc1ccccc1)C2 | -0.3
Cn1c(N)c(C(=O)Nc2ccccc2)c(=O)[nH]c1=O | -3.4
COC(=O)[C@@]1(Cc2ccc(OC)cc2)[C@H]2c3cc(C(=O)N4CCCC4)n(Cc4ccc(OC)c(OC)c4)c3C[C@H]2CN1C(=O)c1ccccc1 | 4.6
CCC(C(=O)NCc1ccccc1)n1c(Cc2cc(F)cc(F)c2)nc2ccccc21 (stereo not drawn) | -2.4
CCO[C@@H]1OC(C(=O)N2CCN(Cc3ccc4c(c3)OCO4)CC2)=C[C@H](c2ccc3c(c2)OCO3)[C@H]1CCCO | 14.1

In the list so far, these contain fluorine:
SMILES | ERp5 inh
CN(c1cccnc1)c1ccc(NC(=O)Cc2c[nH]c3ccccc23)cc1-c1ccc(F)c(F)c1 | -3.1
C=C1C(=O)CC2=C1[C@](Cc1ccc(F)cc1)(C(=O)OC)N(C(=O)c1ccccc1)C2 | -1.4
CCCCc1c(-c2ccccc2OC)ncn1Cc1cccc(F)c1F | -2.6
COC(=O)[C@@]1(Cc2ccc(F)cc2)[C@H]2c3cc(C(=O)N(C)C)n(CCN4CCOCC4)c3C[C@H]2CN1C(=O)c1ccccc1 | 6.3
Fc1ccc2cnc(-c3ccsc3)cc2c1 | -4.1
O=C(NN=Cc1ccccc1O)C(=O)Nc1ccc(F)cc1 | 5.2
COC(=O)c1cc2c(c3c4cc(F)ccc4n(S(=O)(=O)c4ccccc4)c13)C(=O)N(Cc1ccccc1)C2 | -0.3
CCC(C(=O)NCc1ccccc1)n1c(Cc2cc(F)cc(F)c2)nc2ccccc21 (stereo not drawn) | -2.4

Quoted from the listing.
ERp5 inh with Fc1ccc2cnc(-c3ccsc3)cc2c1 : -4.1
ERp5 inh with CCC(C(=O)NCc1ccccc1)n1c(Cc2cc(F)cc(F)c2)nc2ccccc21 (stereo not drawn) : -2.4
ERp5 inh with CCCCC[C@H]1CCCCC[C@@H](O)C[C@@H](O)[C@@H](O)/C=C/C(=O)O1 : 5.3
ERp5 inh with CC(C)N(NC(=O)c1cccc2ccccc12)C(C)C : 10.3

Continuation:
SMILES | ERp5 inh
NC(=Nc1c([N+](=O)[O-])cnc2ccccc12)N1CCOCC1 | -3.7
COC(=O)C1=C(C)N(C)C(=NCc2ccc(OC)cc2)NC1c1cccc(Cl)c1 (stereo not drawn) | 2.7
COc1ccc(N2CCN(C(=O)C(=O)c3cccc([N+](=O)[O-])c3)CC2)cc1 | 5.8
COC(=O)[C@H](Cc1ccccc1)N1CC(N2CCCC2)CS1(=O)=O (stereo partly drawn) | 5.6
Cc1cc(Oc2cccnc2)ccc1NC(=O)Cc1c[nH]c2ccccc12 | -2.3
FC(F)(F)C1=NNC(c2ccc3ccccc3c2)=NN1 | -2.4
C[C@@H]1CN([C@@H](C)CO)C(=O)c2cccc(NC(=O)CCCCCC(=O)Nc3ccccc3N)c2O[C@H]1CN(C)S(C)(=O)=O | 1.9
COc1cc(OC)c2c(=O)c3c(C(=O)O)c(O)ccc3oc2c1 | 1.0
COCc1[nH]nc2c1C(c1ccc(F)cc1)NC2=O (stereo not drawn) | 1.3
C/C=C/c1ccccc1[C@H]1[C@@H](CO)N(S(=O)(=O)c2cccc(F)c2)[C@H]1C#N | -1.0
NC(=O)c1csc(C2OC(CO)C(O)C2O)n1 (stereo not drawn) | 3.4
COC(=O)[C@]12C[C@H](CC(=O)N3CCCCC3)C(=O)N(Cc3ccccc3)C1=C[C@H](C1CCCC1)O[C@@H]2C | 5.0
Cc1ccc(S(=O)(=O)Nc2cccc3c2O[C@@H](CN(C)Cc2ccc(C(=O)Nc4ccccc4N)cc2)[C@H](C)CN([C@H](C)CO)C3=O)cc1 | -0.6
COC(=O)[C@]12C[C@H](CC(=O)N3CCOCC3)C(=O)N(CCC3=CCCCC3)C1=C[C@H](C(C)(C)C)O[C@@H]2C | 3.1
O=C(Nc1ccc(F)cc1)N1CC(=O)N2[C@H](C1)[C@H](c1ccc(-c3cccc(F)c3)cc1)[C@@H]2CO | 0.6
COc1cc(F)ccc1Oc1cccc2c1S(=O)(=O)N(C1CC1)C[C@@H](COCc1ccccc1)O2 | -0.5
CC(C)(C)OC(=O)N1CCC[C@@H]1C(=O)NCc1ccccc1 | -16.9
COc1cc(CN2CC3(CCN(C(C)=O)CC3)c3c([nH]c4cc(OC)ccc34)[C@H]2CO)cc(OC)c1 | -1.0
CO[C@H]1CN(C)C(=O)c2ccc(NC(=O)CC(F)(F)F)cc2OC[C@@H](C)N(C(=O)C2CCCCC2)C[C@@H]1C | 5.5
CCc1c(-c2ccccc2OC)ncn1CCc1ccccc1OC | 2.8
COc1ccc2c3c([nH]c2c1)[C@H](CO)N(C)CC31CN(S(=O)(=O)c2ccc(C)cc2)C1 | 0.7
Cc1ccc(S(=O)(=O)Nc2ccc3c(c2)C(=O)N([C@H](C)CO)C[C@H](C)[C@@H](CN(C)Cc2ccc(C(=O)Nc4ccccc4N)cc2)O3)cc1 | -0.7
Cc1ccccc1C(=O)N1CCC[C@@H]1C(=O)N1CCC[C@H]1C(=O)NCc1ccccc1 | 4.5
CC(=O)c1ccc(S(=O)(=O)NCC2CCN(C(=O)C(=O)c3cc4ccccc4o3)CC2)cc1 | 5.1
C[C@@H]1CCCCO[C@H](CN(C)CC2CC2)[C@H](C)CN([C@H](C)CO)C(=O)c2cc(NS(=O)(=O)c3ccccc3)ccc2O1 | 3.7
O=C(c1cc(Cl)cc(Cl)c1)N1CCC(=O)N([C@H](COCc2ccccc2)Cc2ccccc2)CC1 | 0.2
CC(C)Sc1nc(-c2cccs2)nc2cc(Cl)ccc12 | -1.7
COC(=O)[C@@]1(Cc2ccc(F)cc2)[C@H]2c3cc(C(=O)N4CCCC4)n(Cc4ccc(C(F)(F)F)nc4)c3C[C@H]2CN1C(=O)c1ccccc1 | -1.4
CC(=O)N1CCC(C(=O)N2c3ccccc3N=C(c3ccc(C(F)(F)F)cc3)C2C(=O)NC(C)(C)C)CC1 (stereo not drawn) | -3.7
COc1cc(C2(C)SCCCS2)cc(OC)c1OC | -0.3
COc1cccc(C(=O)N2CCC[C@@H]2C(=O)N2CCC[C@H]2C(=O)NCc2ccccc2)c1 | -8.7
O=c1[nH]cnc2nn(C3OC(CO)C(O)C3O)nc12 (stereo not drawn) | -0.4
C[C@@H]1CN([C@@H](C)CO)C(=O)Cc2cc(NC(=O)Nc3ccc(F)cc3)ccc2O[C@H]1CN(C)Cc1ccc(C(=O)Nc2ccccc2N)cc1 | 6.7
COc1ccc2c3c(n(C)c2c1)[C@@H](CO)N(S(C)(=O)=O)CC31CCN(Cc2cccnc2)CC1 | 2.4
C[C@@H]1CN([C@H](C)CO)C(=O)c2cccc(NC(=O)CCCCCC(=O)Nc3ccccc3N)c2O[C@@H]1CN(C)S(C)(=O)=O | 4.8
Nc1[nH]c(C(=O)c2ccccc2)c(-c2ccc(Cl)cc2)c1C(=O)c1c[nH]c2cc(F)ccc12 | 4.1
COc1ccc2c3c([nH]c2c1)[C@H](CO)N(C(=O)c1ccccc1)CC31CN(C)C1 | 2.8
CC(NC(=O)C=Cc1ccco1)C(=O)NC(Cc1ccccc1)C(N)=O (stereo not drawn) | 4.3
C[C@H]1CN([C@@H](C)CO)C(=O)c2cccc(NC(=O)Nc3ccc4c(c3)OCO4)c2O[C@@H]1CN(C)Cc1ccc(C(=O)Nc2ccccc2N)cc1 | 6.9
O=C(CCc1c[nH]c2ccccc12)Nc1ccc(Nc2cccnc2)c(Br)c1 | 1.5

Arranged by length of the SMILES (largest number first): some entries from above
SMILES | ERp5 inh
C[C@H]1CN([C@@H](C)CO)C(=O)c2cccc(NC(=O)Nc3ccc4c(c3)OCO4)c2O[C@@H]1CN(C)Cc1ccc(C(=O)Nc2ccccc2N)cc1 | 6.9
C[C@@H]1CN([C@@H](C)CO)C(=O)Cc2cc(NC(=O)Nc3ccc(F)cc3)ccc2O[C@H]1CN(C)Cc1ccc(C(=O)Nc2ccccc2N)cc1 | 6.7
O=c1[nH]cnc2nn(C3OC(CO)C(O)C3O)nc12 (stereo not drawn) | -0.4

Going on with the list.
SMILES | ERp5 inh
COCC(=O)N1CC2(CCN(S(C)(=O)=O)CC2)c2c(n(C)c3cc(OC)ccc23)[C@@H]1CO | 4.7
COC(=O)Cc1nnn2c1[C@@H](C)[C@@H](c1ccccc1Br)OC[C@H](C)C2 | 0.7
O=c1c(-c2cccnc2)nc2ccccc2n1C(c1ccccn1)c1nc2ccccc2[nH]1 (stereo not drawn) | 1.0
COc1ccc(-c2ccc3c(n2)CCCN3S(=O)(=O)c2ccc(OC)cc2)cc1 | 1.7
COc1cccc(CNC(=O)[C@H]2CCCN2C(=O)[C@H]2CCCN2C(=O)c2cccc3ccccc23)c1 | -3.9
COc1ccc2c3c([nH]c2c1)[C@@H](CO)N(Cc1ccccc1)CC31CN(C(=O)NC(C)C)C1 | -0.4
CC(=O)O[C@H]1C[C@@H](n2cnc3c(Cl)ncnc32)[C@@H]2OC(C)(C)O[C@@H]21 | -1.0
C=CCN1C(=O)c2n[nH]c(COC)c2C1c1ccc(F)cc1 (stereo not drawn) | 1.2
COC(=O)Cc1nnn2c1CC(OC)c1cc(Br)ccc1-2 (stereo not drawn) | -1.7
CC1=C(C(=O)N2CCCCCC2)CC(CC(=O)NCCN2CCOCC2)C(=O)N1CCC1=CCCCC1 (stereo not drawn) | -4.7
COc1ccc(N(CC(=O)NCc2ccc3c(c2)OCO3)C(=O)CCC(=O)Nc2ccccn2)cc1 | -4.2
C#CCNC(=O)C[C@H]1C[C@@]2(C(=O)OC)C(=C[C@H](COCc3ccccc3)O[C@@H]2C)N(Cc2ccc3c(c2)OCO3)C1=O | 1.3
O=C1NC[C@H](CCCCN2C[C@H](Cc3ccccc3)N(CCC3CCCCC3)C(=O)C2=O)N(CCC2CCCCC2)C1=O | -1.8
COCC(=O)N1CCC2(CC1)CN(C(=O)Cc1ccccc1)[C@H](CO)c1c2c2ccc(OC)cc2n1C | 11.8
CC(C)C[C@H]1CN(CCCC[C@H]2CNC(=O)C(=O)N2CCc2ccc(O)cc2)C(=O)C(=O)N1CCc1ccc(O)cc1 | -9.9
Cc1cc2nc(-c3cccc(Br)c3)c(Cc3cccc(Cl)c3)n2c(C)c1Br | 4.5
COC(=O)[C@]12C[C@H](CC(=O)NCCCN3CCCC3=O)C(=O)N(Cc3ccccc3)C1=C[C@H](C(C)(C)C)O[C@@H]2C | 2.4
C[C@H]1CN([C@@H](C)CO)C(=O)c2cc(NC(=O)CCCCCC(=O)Nc3ccccc3N)ccc2O[C@@H]1CN(C)S(=O)(=O)c1ccccc1 | 8.4
CC(C)(C)c1ccc(S(=O)(=O)NCC2CCN(C(=O)C(=O)c3cccs3)CC2)cc1 | 2.5
C[C@@H]1CCCCO[C@@H](CN(C)Cc2ccc(C(=O)Nc3ccccc3N)cc2)[C@@H](C)CN([C@H](C)CO)C(=O)c2cc(NC(=O)c3ccccc3)ccc2O1 | 7.4
OCC(CCc1c[nH]c2ccccc12)c1c[nH]c2ccccc12 (stereo not drawn) | 0.4
CC(C)NC(=O)Nc1ccc2c(c1)C(=O)N([C@@H](C)CO)C[C@@H](C)[C@H](CN(C)Cc1ccc(C(=O)Nc3ccccc3N)cc1)O2 | -1.6
C[C@@H]1CN([C@@H](C)CO)C(=O)c2cc(NS(=O)(=O)c3cccs3)ccc2O[C@@H](C)CCCCO[C@@H]1CN(C)C(=O)Nc1ccc(C(F)(F)F)cc1 | 2.9
COc1ccc(CNC(=O)C[C@@H]2C=C[C@@H](NS(=O)(=O)c3cccc(OC)c3)[C@@H](CO)O2)cc1 | -0.2
COC(=O)[C@]12C[C@H](CC(=O)N3CCN(C(=O)c4ccco4)CC3)C(=O)N(Cc3ccc4c(c3)OCO4)C1=C[C@H](COCc1ccccc1)O[C@@H]2C | -1.3
COC(=O)C1=C(C)N(Cc2ccccc2C(F)(F)F)C(=NCc2ccccc2C(F)(F)F)NC1c1cccc(C(F)(F)F)c1 (stereo not drawn) | 4.7
O=C(NCc1ccccc1)C(c1cccc2ccccc12)n1c(=O)c(-c2cc3ccccc3[nH]2)nc2ccccc21 (stereo not drawn) | 0.7
COc1ccc(-c2cc(NC(=O)Cc3c(C)[nH]c4ccccc34)ccc2Nc2cccnc2)cc1F | 4.3
Cc1cc(Oc2cccnc2)ccc1NC(=O)CCc1c[nH]c2ccccc12 | -6.4
CCCCCc1c(-c2cccc(Br)c2)ncn1CCc1ccccc1OC | 9.5

Not a retest: an excerpt of the list.
SMILES | ERp5 inh
COc1ccc(-c2cc(NC(=O)Cc3c(C)[nH]c4ccccc34)ccc2Nc2cccnc2)cc1F | 4.3
Cc1cc(Oc2cccnc2)ccc1NC(=O)CCc1c[nH]c2ccccc12 | -6.4
CCCCCc1c(-c2cccc(Br)c2)ncn1CCc1ccccc1OC | 9.5

Screening data deposited in PubChem BioAssay by Broad Institute.
